High-throughput results: PubChem, National Center for Advancing Translational Sciences (NCATS)
TDP43 rescue = rescues yeast growth from TDP-43 toxicity | TDP-43 expressing yeast growth rescue, BacTiter-Glo, 24 h | Potency, µM (titrated, usually from 46.1 µM), without a hit: top-dose growth rescue (activation), most hits filed as activators | AID 652104 | 410,000 tested, 1.8% active; note: potency is the fitted concentration of half-maximal effect; % of control where 0% means no effect; nearly all actives have a fitted effect of over 50% in size
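In this qHTS, compounds that restore growth of yeast expressing TDP-43 appear as activators. Cells (OD600=0.02, galactose medium, raffinose-pregrown) are incubated with compound 24 hr at 30 deg C and growth is quantified by BacTiter-Glo.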
D3 ag = activates the human D3 dopamine receptor | P35462 | D3R DiscoveRx beta-arrestin cells, luminescence, 90 min | 410,000 tested, 0.58% active | max activation, %; in the data active = max activation above about 30%; note: 0% is about no effect; mostly tested at two doses, the higher about 12 µM
Target sequence (P35462 whole entry, looked up): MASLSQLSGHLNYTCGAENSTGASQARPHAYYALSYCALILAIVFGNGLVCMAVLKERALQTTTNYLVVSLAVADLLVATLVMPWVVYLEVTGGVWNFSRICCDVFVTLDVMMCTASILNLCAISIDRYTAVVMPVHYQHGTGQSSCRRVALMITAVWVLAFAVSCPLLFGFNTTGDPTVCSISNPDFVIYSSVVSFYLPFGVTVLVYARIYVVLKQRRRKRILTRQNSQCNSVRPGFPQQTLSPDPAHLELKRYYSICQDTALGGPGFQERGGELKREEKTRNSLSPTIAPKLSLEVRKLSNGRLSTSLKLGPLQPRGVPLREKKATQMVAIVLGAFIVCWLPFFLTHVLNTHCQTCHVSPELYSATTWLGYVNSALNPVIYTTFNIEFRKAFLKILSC
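Agonist mode: compounds and dopamine controls were applied to plated cells for 90 min at 37 degrees C after an overnight attachment at 1500 cells/well. Luminescent read-out followed 30 - 60 minutes at room temperature with DiscoveRx detection reagent.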
FUS yeast rescue = rescues growth of FUS-expressing yeast; S. cerevisiae FUS-expressing, growth rescue, OD600, 24 h; Potency, µM (top dose mostly 76.6 µM), for the others: at the top dose growth rescue (activation), usual class: activators; 390,000 tested, 0.24% active; AID 1347120;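 note: potency is the fitted concentration of half-maximal effect; plate controls were DMSO vehicle for no effect and reference control for full effect; nearly all actives have a fitted effect of over 55% in size; some results filed as inactive show a strong effect at the top dose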
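Yeast expressing FUS under galactose induction, OD 0.005 in 2% galactose medium; compounds in a dilution series, 24 h at 30C. Growth rescue by absorbance at 600 nm; CP55940 positive control, DMSO negative.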
D3 antag = D3 dopamine receptor (human) antagonism; 360,000 tested, 2.5% active; max response, negative = inhibition, %; D3R cells, DiscoveRx beta-arrestin luminescence, antagonist mode; hits give low values; in the data active = max response below about -50%; inconclusive = no clear call, values can overlap the other calls; note: % is set by controls: 0 for no effect and ±100 for the full control effect; mostly tested at two doses, the higher about 12 µM
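Cells expressing the human receptor were seeded at 1500 cells/well, incubated overnight at 37 degrees C in 5% CO2, then exposed to library compounds with dopamine controls for 90 minutes at 37 degrees C before luminescent detection.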
EPAC2 agonist = activates human EPAC2 exchange factor. 360,000 tested, 0.079% active. EPAC2 activation, biochemical qHTS; response scale: 100% = 6.5 mM cAMP response. Potency, µM (top dose mostly 154 µM), for inactives: top-dose activation, most hits filed as activators. Q8WZA2; note: potency is the fitted concentration of half-maximal effect; nearly all actives have a fitted effect of over 50% in size
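Setup: EPAC2 100 nM, labeled Rap1B complex 250 nM, free GDP 50 uM. Compound titrations pinned in, brief spin, 5 min room temperature incubation. Kinetic fluorescence read over 30 min, normalized to 6.5 mM cAMP.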
EPAC2 antagonist = antagonists of human EPAC2; Q8WZA2; EPAC2 GEF exchange of Rap1B-BODIPY-GDP, fluorescence; Potency, µM (series often up to 114 µM), without a hit: at the top dose activity, negative = inhibition, usual class: inhibitors; 360,000 tested, 0.18% active; AID 720708; note: potency is the fitted concentration of half-maximal effect; % is set by controls: 0 for no effect and ±100 for the full control effect; nearly all actives have a fitted effect of over 45% in size; many of its hits are not listed in these tables
Abeta yeast res = restores growth of yeast expressing A-beta42 peptide; yeast expressing A-beta42, growth rescue, OD600, 48 h; response scale: 0% DMSO, 100% iron-clioquinol control; Potency, µM (series often up to 46.1 µM), inactives show at the highest dose growth rescue, usual class: activators; 410,000 tested, 0.063% active; note: potency is the fitted concentration of half-maximal effect; nearly all actives have a fitted effect of over 55% in size
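Growth rescue measured by 600 nm absorbance after 48 h yeast culture at 30 C with compound. Values normalized between DMSO and an equimolar ferric chloride plus clioquinol control.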
aSyn rescue = rescues yeast growth from alpha-synuclein toxicity; Yeast expressing alpha-synuclein, growth rescue, BacTiter-Glo, 24 h; Potency, µM (doses to about 46.1 µM), for inactives: at the highest dose growth rescue (activation), usual class: activators; 370,000 tested, 0.14% active; note: potency is the fitted concentration of half-maximal effect; % of control where 0% means no effect; nearly all actives have a fitted effect of over 65% in size
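Rescue of yeast growth: cells expressing toxic alpha-synuclein, induced in galactose at OD600 0.02, incubated with compound 24 h at 30 C. ATP luminescence quantified growth; inhibitors of toxicity appear as activators.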
Numbers without * were called inactive; ? = inconclusive; . = no result given; & = joins results of further samples; [ ] = dose if it differs, or a comment. Unless noted, calls come from the whole dose curve; as a rule, active = well fitted curve in the direction sought with a large enough effect; inconclusive = small, poorly fitted or top-dose-only effect, or another doubt; inactive = no such curve, though single readings can be large; an effect the other way counts as inactive or inconclusive.

SMILES	TDP43 rescue	D3 ag	FUS yeast rescue	D3 antag	EPAC2 agonist	EPAC2 antagonist	Abeta yeast res	aSyn rescue
Cc1ccc(N(C(=O)C(F)(F)F)C(C(=O)NC2CCCCC2)c2cccs2)cc1 (stereo unspecified)	-16.4%	9.8	-4.8%	-2.1	-1.7%	3.2%	13.5%	1.9%
CC(C)[C@H](NC(=O)OC(C)(C)C)c1nnc(S(=O)(=O)Cc2c(F)cccc2Cl)o1	11.2µM*	-19.7	9.4%	?	-3.6%	5.5%	-62.0%[inhibitor]	-22.3%
C=C(C)n1c(=O)[nH]c2ccccc21	20.8%	-0.3	19.0%	-0.7	7.3%	1.9%	0.0%	0.3%
CC1Oc2ccccc2N(CC(=O)c2ccccc2)C1=O (stereo unspecified)	4.2%	1.7	24.3%	-11.3	-2.4%	6.2%	20.1%	0.0%
Cc1ccc(C)c(NCC(=O)c2ccc(Cl)cc2)c1	22.7%	-11.2	-10.4%	-11.3	2.4%	-12.0%	1.5%	0.5%
CCN(CC)C(=O)Cn1cc(SCC(=O)Nc2cccc(C)c2)c2ccccc21	-0.1%	-3.4	-11.6%	.	.	.	2.3%	.
CCOC(=O)c1cccc(-c2ccc(C=O)o2)c1	26.5%	7.9	.	-5.2	3.7%	-1.9%	-15.5%	-7.7%
CCOc1ccccc1C(=O)N1CCN=C1SC	5.2%	-5.8	-0.7%	13.1	-2.4%	4.9%	-0.1%	-0.7%
Cc1csc(=NC(=O)c2ccccc2)n1CCO	22.0%	0.0	5.0%	12.9	1.2%	1.2%	3.0%	4.3%
CC(=O)N1c2ccccc2C(=O)C1N1CCN(c2cccc(Cl)c2)CC1 (stereo unspecified)	24.2%	1.2	-5.8%	.	.	.	-7.6%	.
Cn1nc(C(=O)OCC(=O)Nc2ccc(C(N)=O)cc2)c2ccccc2c1=O	7.4%	14.2	.	2.3	10.8%	17.9%	4.3%	1.0%
O=C(c1ccc(-c2ccccc2Cl)o1)N1CCCC(C(F)(F)F)C1 (stereo unspecified)	9.3%	-5.9	28.7%	-19.9	22.7%	-26.6%	-19.1%	6.1%
CCN(CC)C(=O)CSc1nnc(COc2ccc(OC)cc2)n1N	16.8%[9.22 µM]	-13.7	-5.6%	-11.7	2.1%	-4.3%	-9.2%	-3.7%
COC(=O)CCC(=O)Nc1ccc(C)cc1OC(=O)CCC(=O)OC	-9.6%	-2.2	1.2%	?	-8.6%	-0.2%	-14.1%	7.7%
CCOc1cc2[nH]c(=S)n(Cc3ccc(C(=O)NCC(OC)OC)cc3)c(=O)c2cc1OCC	6.0%	3.5	-0.9%	22.8	-17.5%	1.7%	15.0%	.
COc1ccc(S(=O)(=O)CCC(=O)N2CCN(c3ccc([N+](=O)[O-])cc3)CC2)cc1	13.3%	-2.0	1.2%	9.7	10.6%	5.3%	6.0%	0.0%
CC(=O)c1sc(NC(=O)c2cc(-c3ccccc3)nn2-c2ccccc2)nc1C	-10.8%[0.397 µM]	13.4	6.0%	5.8	0.1%	1.4%	-1.9%	14.3%
CCn1cc2nc(SCc3cc(C)ccc3C)n(Cc3ccc(C)cc3)c(=O)c2n1	9.9%	-1.9	-8.0%	.	.	.	-0.7%	.
CCn1c(COc2ccc3c(c2)OCO3)nnc1SCC(=O)c1ccccc1	5.8%	-3.4	12.2%	?	-1.8%	-6.2%	13.0%	1.6%
COc1ccccc1-c1ccc(SCc2ccc(C)cc2)nn1	?	-8.5	27.6%	-24.5	7.8%	4.0%	11.9%	10.6%
CC(=O)Nc1ccc(S(=O)(=O)NCc2cn3c(C)csc3n2)cc1	-1.5%	-0.5	5.3%	-68.9*	0.5%	5.3%	5.4%	4.7%
N#Cc1ccccc1NC(=O)CNc1cc(S(=O)(=O)N2CCOCC2)ccc1NCC1CCCO1 (stereo unspecified)	21.4%	1.8	16.4%	0.0	-2.5%	1.7%	28.9%	-1.4%
COc1ccc(C(=O)NCCc2csc(-c3ccc(Cl)cc3)n2)c(OC)c1	20µM*	12.1	?	.	.	.	-6.7%	.
CC(C)OCCCNC(=S)N1CCC(C(=O)c2ccc3c(c2)OCCO3)CC1	?	2.6	19.8%	4.2	9.4%	6.2%	?	3.0%
COc1cccc(CNC(=O)C2(c3cccs3)CCOCC2)c1	5.7%	-7.0	-1.9%	.	.	.	-8.6%	.

An excerpt of these results, with two lines to a compound:
Fields: TDP43 rescue, D3 ag, FUS yeast rescue, D3 antag, EPAC2 agonist, EPAC2 antagonist, Abeta yeast res, aSyn rescue
COC(=O)CCC(=O)Nc1ccc(C)cc1OC(=O)CCC(=O)OC
 : -9.6%, -2.2, 1.2%, ?, -8.6%, -0.2%, -14.1%, 7.7%
CC(=O)Nc1ccc(S(=O)(=O)NCc2cn3c(C)csc3n2)cc1
 : -1.5%, -0.5, 5.3%, -68.9*, 0.5%, 5.3%, 5.4%, 4.7%
CC(=O)N1c2ccccc2C(=O)C1N1CCN(c2cccc(Cl)c2)CC1 (stereo unspecified)
 : 24.2%, 1.2, -5.8%, ., ., ., -7.6%, .
CCN(CC)C(=O)Cn1cc(SCC(=O)Nc2cccc(C)c2)c2ccccc21
 : -0.1%, -3.4, -11.6%, ., ., ., 2.3%, .

Next part
SMILES	TDP43 rescue	D3 ag	FUS yeast rescue	D3 antag	EPAC2 agonist	EPAC2 antagonist	Abeta yeast res	aSyn rescue
Cc1cc(C)nc(NS(=O)(=O)c2ccc(NC(=O)Cc3ccccc3F)cc2)n1	9.4%	6.1	21.3%	11.1	6.7%	?	-16.8%	-1.1%
COc1cc2ccccc2cc1C(=O)N1CCN(c2nc3c(F)cc(F)cc3s2)CC1	15.8µM*	-2.2	?	.	.	.	-66.4%[inhibitor]	.
O=C(COCc1cc(-c2ccc(F)cc2)on1)Nc1cc(F)ccc1F	19.7%[9.22 µM]	-6.0	-2.3%	.	.	.	-8.7%	.
Cc1cc(C)nc(N/N=C/c2c(CO)cnc(C)c2O)n1	-9.5%	-13.1	-0.3%	?	9.2%	4.8%	7.8%	1.4%
Cc1nc([N+](=O)[O-])c(Br)n1Cc1ccc(Cl)c(Cl)c1	14.1µM*	-15.2	-7.7%	-76.2*	7.3%	-13.4%	-43.2%[inhibitor]	-10.0%
CC(=O)Nc1ccc(N(C(=O)CNC(=O)c2ccco2)C(C(=O)NCc2ccco2)c2ccccc2)cc1 (stereo unspecified)	-26.2%	-1.4	25.4%	-1.7	7.4%	9.1%	5.5%	-4.5%
COc1cccc(CNC(=O)Cn2nc(C)c3sc4ccccc4c3c2=O)c1OC	-13.5%	-15.2	-10.5%	.	.	.	-44.5%[inhibitor]	.
O=C(Nc1ccc(OC(F)(F)F)cc1)C1CC(=O)N(Cc2ccco2)C1 (stereo unspecified)	12.4%	-6.5	.	13.5	-5.3%	-5.2%	7.9%	-4.6%
Cc1cc(NC(C)C)n2c(nc3ccccc32)c1C#N	-4.1%	-1.0	-10.5%	-3.3	5.6%	1.5%	13.7%	3.8%
Cc1nnc(NC(=O)CSc2nc(C(C)C)nc3sc(C)c(C)c23)s1	15.6%	4.3	.	11.1	-8.0%	-5.5%	11.5%	3.8%
CCOc1cc(CNCCCN2CCOCC2)ccc1OCC(=O)NC(C)(C)C	-8.5%[9.22 µM]	-2.2	-0.3%	3.4	-0.5%	1.9%	3.2%	4.0%
O=C(CNC(=O)c1ccccc1F)NCCN1C(=O)S/C(=C\c2ccccc2Cl)C1=O	14.1%	3.5	-1.5%	2.2	-0.6%	3.8%	10.0%	0.2%
COc1ccc(Br)cc1CNC(=O)CCCc1cn(C)c2ccccc12	0.0%	2.0	-18.0%	8.2	15.8%	-10.5%	4.9%	1.3%
CCOC(=O)C1CCN(C(=O)c2oc3ccc4c(c3c2C)C(O)CC2(CCCCC2)O4)CC1 (stereo unspecified)	25.1µM*	0.7	?	13.0	7.7%	-14.3%	29.5%	9.3%
CCOc1ccc(NC(=O)C2CC(=O)N(c3cc(C)cc(C)c3)C2)cc1 (stereo unspecified)	8.7%	4.7	30.6%	?	-3.0%	14.8%	23.7%	5.9%
COc1ccc(C[C@H]2CN3C(=NC[C@@H]3C)N2CCNC(=O)CCC2CCCCC2)cc1	0.4%	-34.0	1.2%	?	6.8%	22.9%	-16.6%	-3.0%
CCN(CC)CC(O)Cn1c(-c2ccccc2Cl)nc2ccccc21 (stereo unspecified)	2.3%	-9.0	3.2%	19.1	4.9%	0.8%	-16.2%	2.9%
CCOc1ccc2nc(N3CCCC(C(=O)NC4CCCC4)C3)sc2c1 (stereo unspecified)	?	15.3	-0.2%	45.5	-12.2%	0.5%	25.6%	-0.3%
COc1cc2c(cc1OC)C(COc1ccc3c(C)cc(=O)oc3c1)N(C(=O)CC(C)C)CC2 (stereo unspecified)	12.9%	8.8	-15.1%	.	.	.	5.4%	.
OC1CCCN(Cc2cccc3ccccc23)C1 (stereo unspecified)	4.5%	2.8	9.3%	-5.8	-10.3%	15.1%[57.1 µM]	11.9%	-7.3%
N#CC1(Cc2ccccc2)c2ccccc2C=CN1C(=O)c1ccccc1 (stereo unspecified)	-11.3%	4.0	27.7%	-14.5	1.7%	-2.8%	9.4%	-0.2%
O=C(c1ccc(NC2=NC3CS(=O)(=O)CC3S2)cc1)N1CCc2ccccc2C1 (stereo unspecified)	1.1%	-1.6	5.8%	8.1	4.8%	-12.5%	-0.6%	1.3%
CCn1cc(S(=O)(=O)Nc2ccc3c(c2)OCCO3)cn1	5.7%	-3.0	5.1%	9.2	5.5%	-6.1%	-18.8%	0.3%
O=C(CN1CCN(c2nc(-c3ccc(Cl)cc3)cs2)CC1)NCc1ccco1	-4.1%	4.9	26.6%	20.5	13.2%	-10.6%	3.8%	-2.0%
CCOC(=O)N1CCC(Nc2nc3ccccc3n3cnnc23)CC1	22.0%	-4.0	-6.9%	6.9	-2.3%	?	-8.1%	-3.0%
CC(=O)SCC[N+](C)(C)C	?	16.4	-17.5%	10.7	0.9%	5.2%	-4.0%	-3.2%&-1.3%
c1ccc(-c2ccccc2OCc2nnc3n2CCC3)cc1	4.3%	0.9	-18.5%	-2.6	1.4%	?	-9.0%	-10.6%
Cc1cccc(-n2ncc3c(N(C)C4CCCCC4)ncnc32)c1	?	3.7	-13.9%	14.4	21.3%	1.6%	-30.2%[inhibitor]	-12.7%
N#CC1=C(SCC(=O)Nc2nccs2)NC(=O)CC1c1ccccc1 (stereo unspecified)	-7.6%	8.7	14.7%	10.7	-0.1%	10.1%	15.6%	-0.4%
Cc1cc(C)nc(N/N=C/c2ccccc2OCC(=O)O)n1	-8.6%	4.5	5.4%	-8.6	2.1%	-0.8%	9.2%	0.0%

These rows are one share of the data; rates above refer to the full screens.
